High-throughput results (PubChem)
HKDC1 inhibitor: blocks human hexokinase HKDC1 activity | recombinant HKDC1, G6PDH/diaphorase resazurin coupled fluorescence | inhibition, % at 20 µM | 340,000 tested, 0.16% active | AID 493160 | Q2TB90;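 active = inhibition above about 35% when tested at 20 µM, limit read from the data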;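 also: plate controls were DMSO wells with enzyme for no effect and DMSO wells lacking enzyme for full effect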
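Assay system – recombinant HKDC1 (HK5) hexokinase enzyme, produced in-house · Input – HKDC1 at 5 µg/mL · Reagent – glucose plus 1 mM ATP as hexokinase substrates · Timing – 90 min reaction incubation at room temperature, dark · Measured by – G6PDH/diaphorase-coupled fluorescence, 1 mM NADP, 100 µM resazurin, 525/613 nm · Benchmarks – DMSO-enzyme wells negative, buffer-substituted wells positive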
SENP6 inh: SENP6 protease inhibition | Q9GZR1 | AID 2599 | Recombinant SENP6 catalytic domain, aminoluciferin luminescence | inhibition, % at 10 µM | 330,000 tested, 1.8% active;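 active = inhibition above about 50% at the single tested dose, limit read from the data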;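 also: plate controls were DMSO wells with enzyme for no effect and DMSO wells lacking enzyme for full effect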
SENP1 inh: SENP1 (human) catalytic domain inhibition. Q9P0U3. recombinant SENP1 catalytic domain, CyPet-SUMO1-YPet FRET cleavage. inhibition, % at 10 µM. 360,000 tested, 0.21% active. AID 624204;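 active = inhibition at least 30% at 10 µM, raw YFP signal under a set limit, fluorescence ratio 0.5 to 1.5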;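 also: 0% = enzyme with DMSO and 100% = no enzyme wells; some results filed as inactive read as strong as hits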
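Material – human SENP1 catalytic domain · Input – SENP1 enzyme, 20 pM final · Compound dosing – single concentration of 10 µM compound, 0.5% DMSO final · Timing – enzyme reaction for 50 min at room temperature, dark · Measured by – FRET fluorescence in CFP and YFP emission channels · Control set – no-enzyme wells low, DMSO-plus-enzyme wells high control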
PfG6PD inh: PfG6PD (Plasmodium falciparum) enzyme inhibition | PfGluPho enzyme, NADPH resazurin-diaphorase fluorescence | inhibition, % at 20 µM | 350,000 tested, 0.78% active;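 active = inhibition reaching at least a set limit at 20 µM in the primary screen, cut at about 59% in these data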;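 also: 0% = DMSO wells with substrate and 100% = DMSO wells lacking glucose-6-phosphate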
Apaf1 inhib: human Apaf-1 inhibition; O14727; reconstituted apoptosome caspase-3 activity, DEVD-Rh110 fluorescence; inhibition, % at 20 µM; AID 489030; 330,000 tested, 0.71% active; active = inhibition of at least 40% at 20 µM;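 also: plate controls were DMSO wells for no effect and DEVD-CHO caspase inhibitor wells for full effect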
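Material: reconstituted apoptosome with Apaf-1, cytochrome c, caspase-9, procaspase-3, dATP / Buffer or medium: pH 7.5 Hepes buffer with CHAPS, BSA, DTT / Also added: cytochrome c with DEVD-Rh110 / Schedule: compound with Apaf-1, dATP, procaspase-3 30 min, then 50 min reaction, room temperature / Technique: rhodamine 110 fluorescence at Ex 480/Em 540 nm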
SENP8 block-1: inhibitors of human SENP8 protease; Q96LD8; purified SENP8, Z-RLRGG-aminoluciferin cleavage, luminescence; inhibition, % at 10 µM; 330,000 tested, 1.2% active; AID 2540; in the data active = inhibition above about 50%
NALP3 yeast inh: inhibitors of NALP3 inflammasome in yeast | Yeast reconstituted NLRP3/ASC/caspase-1, beta-gal luminescence, 24 h | inhibition, % at 10 µM | 330,000 tested, 0.39% active;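 active = inhibition of 50% or more; inactive = inhibition below 50%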;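 also: plate controls were induced DMSO wells for no effect and uninduced yeast grown without galactose for full effect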
SENP7 inh: blocks the human protease SENP7; Q9BQF6; recombinant SENP7, Z-RLRGG-aminoluciferin luminescence, 40 min; inhibition, % at 5 µM; 330,000 tested, 1.5% active;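 active = inhibition above about 50% at the single test dose, limit read from the data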;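 also: plate controls were DMSO with enzyme for no effect and no enzyme buffer wells for full effect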
SENP8 block-2: inhibitors of human SENP8 protease; Q96LD8; inhibition, % at 20 µM; AID 602440; recombinant SENP8, Nedd8 substrate fluorescence; 360,000 tested, 0.64% active; in the data active = inhibition mostly above about 40%, no sharp cut-off; inactive = mostly below about 27%
An asterisk follows results filed as active; i = inactive; · = not tested or not shown.

SMILES | HKDC1 inhibitor | SENP6 inh | SENP1 inh | PfG6PD inh | Apaf1 inhib | SENP8 block-1 | NALP3 yeast inh | SENP7 inh | SENP8 block-2
Cc1c(NC(=S)NC(=O)C2CCCCC2)c(=O)n(-c2ccccc2)n1C | -8 | -1 | 0 | -10 | 2 | 0 | 16 | -8 | 16
Oc1ccc(Cl)cc1CNc1nccs1 | 6 | 11 | 2 | 17 | 1 | 1 | 6 | -6 | 13
C/C(=N\NC(=O)c1nn(C)cc1Br)c1ccncc1 | 2 | -12 | -1 | -21 | -2 | -20 | 6 | 0 | 5
CC1(C)SC2C(NC(=O)C3(N)CCCCC3)C(=O)N2C1C(=O)O (stereo not given) | -3 | · | -3 | -7 | · | · | · | · | 20
CC(C)/C=N/Nc1nc2c(c(=O)n(C)c(=O)n2C)n1C | 2 | -30 | -1 | 0 | -5 | -4 | 10 | -6 | 8
CCN(CC)c1ccc(S(=O)(=O)Nc2cc(Cl)ccc2Cl)cc1NC(=S)NC(=O)C1CCCC1 | -2 | 3 | 0 | 25 | 26 | 0 | 4 | 5 | 2
COc1ccc(NC(=S)N/C(=N/S(=O)(=O)c2ccc(C)cc2)c2ccccc2)cc1 | -6 | -6 | 2 | -8 | 2 | -4 | 14 | -1 | 10
COc1cc(OC)c(C(=O)NCc2ccco2)cc1OC | 1 | -23 | -3 | -7 | -5 | -3 | 10 | 0 | 3
C=CCOn1c(=O)c(-c2ccc(Br)cc2)[n+]([O-])c2ccccc21 | -6 | -19 | -6 | 0 | 1 | -5 | 7 | -1 | -78
CCCN1CCOC(CC(=O)Nc2ccc([N+](=O)[O-])cc2)C1=O (stereo not given) | -9 | 10 | 2 | -1 | 4 | 7 | -7 | 2 | 20
O=C(CS(=O)(=O)c1ccccc1)N1CCCCCC1 | 3 | -3 | 0 | -6 | -2 | 3 | 10 | -1 | 19
CC(C)CC(C(=O)NC(C)(C)C)N(Cc1ccccc1Cl)C(=O)c1snc(C(N)=O)c1N (stereo not given) | 0 | 2 | -23 | 20 | 18 | 3 | 1 | 4 | -304
CCOC(=O)c1cn2nc(Oc3ccc(NC(C)=O)cc3)ccc2n1 | -3 | 9 | 0 | -14 | 1 | 4 | 14 | -5 | 6
CCCc1nnc(NC(=O)CC(=O)Nc2ccccc2C(=O)O)s1 | -3 | 61* | 1 | -23 | -2 | 43 | 15 | 38 | 0
Cc1nc(N2CCOCC2)c2cc(-c3ccccc3)sc2n1 | 13 | -9 | 2 | 2 | 11 | 3 | 15 | 6 | -213
COc1cc(OC)cc(C(=O)N2CCC(N3CCN(c4ccccc4OC)CC3)CC2)c1 | -15 | -10 | -1 | -1 | 9 | -14 | 2 | -6 | 13
Oc1ccc(C2=NN(c3ccccc3)C(c3ccc(F)cc3)C2)cc1 (stereo not given) | 7 | -20 | -59 | 17 | 8 | -6 | 9 | 8 | -267
CCN1CCN(c2ccc(S(=O)(=O)N3CCOCC3)cc2NC(=O)c2ccc(C)cc2C)CC1 | -1 | 10 | 0 | 7 | 34 | -5 | 11 | -2 | 9
Cc1cscc1NC(=O)/C=C/C(=O)O | -6 | 2 | 1 | -6 | -2 | -1 | 6 | -2 | 29
CCOc1cc(/C=N/N=C2/NC(=O)C(CC(=O)O)S2)ccc1OCc1ccccc1Cl (stereo not given) | 1 | 0 | 3 | -37 | 11 | -3 | 11 | -9 | -3
O=C1CC(c2cccs2)CC(O)=C1C=NCCN1CCNCC1 (stereo not given) | 8 | 3 | -3 | -9 | 2 | -1 | 24 | 6 | 16
CCn1c(=O)c2cc(C(=O)Nc3ccc(OC)cc3OC)sc2c2ccccc21 | -3 | -15 | -48 | -2 | -11 | -5 | -11 | -3 | -222
CSCC[C@H](NC(=O)COc1cc2c(c3oc(=O)c(C)c(C)c13)CCC(C)(C)O2)C(=O)O | 21 | 1 | 0 | 13 | 8 | 3 | 14 | 3 | -290
O=C(Nc1cc(S(=O)(=O)N2CCOCC2)ccc1Cl)C1CCC1 | -3 | -14 | 2 | 11 | 2 | -6 | 5 | -4 | -2
O=c1ccc(-c2ccc(S(=O)(=O)N3CCN(c4cccc(Cl)c4)CC3)o2)n[nH]1 | -4 | 1 | -1 | -14 | -5 | -10 | -6 | -16 | -58
CCC(C)[C@H](N)c1cn([C@@H](CCCCN)C(=O)N2CCNCC2)nn1 (stereo not given in full) | 6 | -9 | 2 | -8 | 1 | -11 | -1 | 9 | 8
CCOC(=O)c1c(C2COc3ccccc3O2)csc1NC(=O)c1ccco1 (stereo not given) | -38 | -2 | -2 | 84* | 15 | -4 | -4 | -6 | -235
CCCCC1CCC(C(=O)N(CC(C)C)c2c(N)n(CCCC)c(=O)[nH]c2=O)CC1 (stereo not given) | -8 | -16 | -7 | -28 | 2 | -10 | 13 | -20 | -7
COc1ccc(/C=C(/NC(=O)c2ccc(OC)c(OC)c2)C(=O)NCCCn2ccnc2)cc1 | -6 | 2 | 0 | -3 | -6 | 3 | 6 | 4 | 18
COc1ccc2c(c1)N(C(=O)CSc1n[nH]c(C)n1)C(C)(C)C=C2C | -1 | 0 | 0 | 18 | 9 | -4 | 7 | 3 | 8
COc1cccc(-n2nnnc2SCC(=O)Nc2ccccc2OC)c1 | -7 | -3 | 1 | -10 | 5 | -1 | 35 | -2 | 4
O=C(c1cccc(C(F)(F)F)c1)N1CCN(S(=O)(=O)c2ccc(Cl)s2)CC1 | -6 | -5 | 3 | 3 | 33 | 2 | 17 | 5 | 0
Cn1c(C(=O)OC(C(=O)NC2CCCC2)c2ccncc2)cc2sccc21 (stereo not given) | 14 | 11 | 4 | 7 | 14 | 10 | 10 | 8 | 4
Cc1cccc(/C=N/NC(=O)c2cc3c(s2)-c2ccccc2CC3)c1 | 6 | -31 | 2 | 11 | 26 | -13 | 10 | 11 | -488
Cc1cccc(N2CN(Cc3cccnc3)CNC2=S)c1C | 3 | 13 | 4 | -2 | -9 | -6 | 4 | -6 | 7
CCCN(CC(=O)Nc1ccccc1OC)C(=O)CNC(=O)c1ccc(C)s1 | -5 | · | 3 | -15 | · | · | · | · | -3
NC(=O)CSc1c[nH]c2ccccc12 | -1 | 2 | -1 | 4 | -4 | 5 | -3 | 4 | 13
O=C(CC1C(=O)NCCN1Cc1ccccc1C(F)(F)F)NCCN1CCOCC1 (stereo not given) | 0 | 14 | -5 | -12 | 4 | -5 | 14 | -7 | -2
CC(C)(C)CNC(=O)c1cccc2c1C(=O)c1ccc(-c3cc4ccccc4o3)cc1S2(=O)=O | -8 | -15 | -31 | -9 | 23 | -13 | 11 | -5 | -134
Cc1nn(-c2ccccc2)c(C)c1/C=N\NS(=O)(=O)c1ccc(Cl)cc1 | -1 | 9 | 3 | -35 | 7 | 0 | 26 | 2 | 5
COc1ccc(-c2onc3ccc(C(=O)/C=C/N(C)C)cc23)cc1 | 7 | -2 | -27 | -14 | 11 | -3 | 6 | 7 | -269
Cc1cc(NC(=O)C2CC(=O)N(c3cccc(Cl)c3)C2)no1 (stereo not given) | -1 | -5 | 0 | -20 | -6 | -3 | 17 | -2 | 14
CC(=O)NC12CC3CC(C1)CC(C(=O)Nc1cccc(S(=O)(=O)N4CCCCCC4)c1)(C3)C2 | -4 | · | 1 | 13 | · | · | · | · | 12
O=C(CCNS(=O)(=O)c1ccccc1)NCCCSc1ccccc1 | -4 | -4 | 1 | 10 | 12 | 5 | -1 | 1 | 4
CCCCNC(=O)N1CCN(c2ccccc2OCC)CC1 | -7 | 13 | -8 | -8 | 0 | 1 | 4 | 5 | -6
Cn1c(=O)c(=O)n(C)c2cc(S(=O)(=O)NCc3ccc(Cl)cc3)ccc21 | -3 | -8 | 0 | 15 | 3 | -4 | 21 | -4 | -115
CN1CCC(=O)N([C@H](COc2ccccc2)Cc2ccccc2)CC1 | -4 | 3 | 0 | -2 | 0 | -5 | 19 | -2 | 8
Oc1ccccc1N=Nc1nc(-c2ccccc2)c(-c2ccccc2)[nH]1 | -13 | 0 | 48* | -9 | 14 | 4 | 21 | 9 | 51*
CC(C)CC(=O)Nc1ccc2oc(-c3cccnc3)nc2c1 | -8 | -12 | 1 | 2 | -7 | -4 | 15 | -4 | -264
O=[N+]([O-])c1ccc(Oc2ccc(S(=O)(=O)N3CCOCC3)cn2)cc1 | -6 | -11 | -1 | 6 | -2 | -3 | 17 | -5 | 26

Compounds listed so far that contain a nitro group on carbon:
SMILES | HKDC1 inhibitor | SENP6 inh | SENP1 inh | PfG6PD inh | Apaf1 inhib | SENP8 block-1 | NALP3 yeast inh | SENP7 inh | SENP8 block-2
CCCN1CCOC(CC(=O)Nc2ccc([N+](=O)[O-])cc2)C1=O (stereo not given) | -9 | 10 | 2 | -1 | 4 | 7 | -7 | 2 | 20
O=[N+]([O-])c1ccc(Oc2ccc(S(=O)(=O)N3CCOCC3)cn2)cc1 | -6 | -11 | -1 | 6 | -2 | -3 | 17 | -5 | 26

Compound profiles, as listed above. Order of screens: HKDC1 inhibitor, SENP6 inh, SENP1 inh, PfG6PD inh, Apaf1 inhib, SENP8 block-1, NALP3 yeast inh, SENP7 inh, SENP8 block-2
`Cn1c(=O)c(=O)n(C)c2cc(S(=O)(=O)NCc3ccc(Cl)cc3)ccc21` is listed with -3, -8, 0, 15, 3, -4, 21, -4, -115
`CC(C)CC(=O)Nc1ccc2oc(-c3cccnc3)nc2c1` is listed with -8, -12, 1, 2, -7, -4, 15, -4, -264

Additional structures.
SMILES | HKDC1 inhibitor | SENP6 inh | SENP1 inh | PfG6PD inh | Apaf1 inhib | SENP8 block-1 | NALP3 yeast inh | SENP7 inh | SENP8 block-2
Cc1ccccc1NC(=O)C12CC3CCC1(C)C3(C)CO2 (stereo not given) | -10 | -6 | 2 | 8 | -3 | 10 | -4 | 8 | 14
CC1Oc2ccccc2N(CC(=O)NC2CCCCC2)C1=O (stereo not given) | -3 | -23 | 1 | -22 | -6 | 4 | 3 | 4 | 12
CCCc1nc(SCC(=O)N2CCC(Cc3ccccc3)CC2)c2c(=O)n(C)c(=O)n(C)c2n1 | -1 | -8 | 1 | 6 | 28 | -1 | 9 | 3 | -9
Cc1ccc(Nc2nc(N)nc(CCl)n2)c(C)c1 | -2 | -28 | 0 | 9 | -4 | -14 | 12 | -9 | 12
O=C(NCc1ccco1)C1CCN(S(=O)(=O)c2ccc(-n3cnnn3)cc2)CC1 | -11 | 0 | 1 | -6 | -6 | 1 | 13 | -8 | 17
Cc1cc(C)n(-c2cccc(Cl)c2C#N)n1 | 4 | -17 | -12 | 4 | -4 | 0 | 22 | 2 | -420
Cc1cc(S(=O)(=O)N2CCCC(C)C2)ccc1-n1cnnn1 (stereo not given) | -6 | -6 | 1 | -11 | 6 | -6 | 5 | -9 | 7
Cc1ccc(C)c(NC2=CC(=O)CC(C)(C)C2)c1C#N | 5 | -20 | 2 | -18 | 7 | -13 | 11 | -5 | -34
CC1=C(C(=O)Nc2ccc(C)cc2)C(c2ccc(C)o2)C2=C(CC(C)(C)CC2=O)N1 (stereo not given) | 1 | -20 | -5 | -5 | 0 | -5 | 23 | -2 | i
Fc1ccc(C2c3cccn3CCN2C(=S)Nc2cccc(Br)c2)cc1 (stereo not given) | 2 | -9 | -2 | 19 | -5 | -7 | 17 | -6 | 16
